Bioassay records from PubChem.
APEX1 inh: blocks human APE1 abasic DNA cleavage | P27695 | recombinant APE1, TAMRA/BHQ-2 abasic DNA cleavage fluorescence | Potency, µM (top dose mostly 65.8 µM), for inactives: top-dose activity change, negative = inhibition, usual class: inhibitors | 0.35% of 350,000 active | AID 2517;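 further: potency means the concentration at half of the fitted maximal effect; plate controls were vehicle for no effect and reference inhibitor for full effect; nearly all actives have a fitted effect of over 55% in size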
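Readout is kinetic fluorescence (ex 525, em 598 nm) from cleavage of 50 nM TAMRA/BHQ-2 THF abasic duplex by 0.75 nM APE1, compound added 15 min beforehand at RT.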
Pol iota inh: inhibitors of human DNA polymerase iota. Q9UNA4. Pol iota fluorescent replication assay, 10 min. Potency, µM (highest dose often 115 µM), without a hit: at the top dose activity, negative = inhibition, hits mostly inhibitors. 1% of 390,000 active. AID 588590; further: potency means the concentration at half of the fitted maximal effect
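Fluorescent replication assay read twice, at 0 min and 10 min after adding 50 nM (final) substrate. Enzyme (10 nM) and compounds were first incubated 15 min at room temperature; enzyme-free buffer wells were negative controls.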
Pol kappa inh: inhibitors of human DNA polymerase kappa; purified Pol kappa, fluorescent DNA synthesis assay, 10 min; Potency, µM (series often up to 107 µM), for inactives: at the top dose activity, negative = inhibition, most hits filed as inhibitors; 0.53% of 400,000 active; AID 588579; further: potency means the concentration at half of the fitted maximal effect; on the % scale 0 is the no-effect control and ±100 the full control effect
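50 nM final substrate added after 15 min RT preincubation of 10 nM Pol kappa with compound; fluorescence read at 0 and 10 min.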
Tb PGK inh: blocks T. brucei phosphoglycerate kinase; PGK/GAPDH coupled, Kinase-Glo luminescence, 60 min; P07378; 0.043% of 380,000 active; Potency, µM (top dose mostly 57.5 µM), inactives show top-dose activity change, negative = inhibition, hits mostly inhibitors; AID 602233; further: potency means the concentration at half of the fitted maximal effect; on the % scale 0 is the no-effect control and ±100 the full control effect; nearly all actives have a fitted effect of over 60% in size
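Recombinant glycosomal PGK reaction used 1,3-bisphosphoglycerate generated in-well by GAPDH (100nM final) in 100mM TEA pH 7.6, 5mM MgCl2, 0.01% Tween-20. After 60 minutes at room temperature, ATP was read by Kinase-Glo Plus luminescence end-point.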
RXFP1 antag: antagonists of human relaxin receptor RXFP1; Q9HBX9; HEK293-RXFP1, relaxin-stimulated cAMP HTRF, 30 min; stronger effect = lower value; activity change, negative = inhibition, % at 57.5 µM; 0.59% of 350,000 active; AID 1259400;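 active means activity change of -60% or lower, but not beyond a set lower limit; inconclusive means change between -60% and -40%, or beyond the set limit; inactive means change above -40%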; further: on the % scale 0 is the no-effect control and ±100 the full control effect
Target sequence (Q9HBX9 whole entry, looked up): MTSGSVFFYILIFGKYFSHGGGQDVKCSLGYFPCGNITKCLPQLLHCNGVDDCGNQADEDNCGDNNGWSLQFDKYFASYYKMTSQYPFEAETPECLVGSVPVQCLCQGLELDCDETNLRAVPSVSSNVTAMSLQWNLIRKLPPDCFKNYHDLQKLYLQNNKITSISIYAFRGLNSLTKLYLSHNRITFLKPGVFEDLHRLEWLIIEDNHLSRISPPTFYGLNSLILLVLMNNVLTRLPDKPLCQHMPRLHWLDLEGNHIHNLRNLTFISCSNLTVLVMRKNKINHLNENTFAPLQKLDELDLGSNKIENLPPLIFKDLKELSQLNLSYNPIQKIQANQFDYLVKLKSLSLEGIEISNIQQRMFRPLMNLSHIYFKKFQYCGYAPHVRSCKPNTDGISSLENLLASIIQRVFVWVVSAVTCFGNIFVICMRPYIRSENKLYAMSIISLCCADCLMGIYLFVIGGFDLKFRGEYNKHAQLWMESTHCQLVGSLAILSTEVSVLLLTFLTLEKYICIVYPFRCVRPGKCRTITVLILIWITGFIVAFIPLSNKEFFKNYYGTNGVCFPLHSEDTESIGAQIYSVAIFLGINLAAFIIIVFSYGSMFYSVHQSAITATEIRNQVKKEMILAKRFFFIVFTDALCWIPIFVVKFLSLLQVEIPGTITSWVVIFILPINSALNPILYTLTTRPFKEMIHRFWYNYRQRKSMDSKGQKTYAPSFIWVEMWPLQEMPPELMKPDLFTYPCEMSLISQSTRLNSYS
Pol eta inh: DNA polymerase eta (human) inhibition; Q9Y253; recombinant Pol eta, fluorescent DNA replication assay; Potency, µM (doses to about 114 µM), for the others: top-dose activity change, negative = inhibition, actives largely listed as inhibitors; 1.2% of 390,000 active; AID 588591; further: potency means the concentration at half of the fitted maximal effect; on the % scale 0 is the no-effect control and ±100 the full control effect
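Pol eta at 10 nM preincubated with compounds 15 min at room temperature; reaction started with fluorescent substrate (50 nM final) and read kinetically at 0 and 10 min.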
BLM inh: Bloom syndrome helicase (human) inhibition; recombinant BLM DNA unwinding, fluorescence dequenching; Potency, µM (doses to about 56.1 µM), for the others: at the top dose activity change, negative = inhibition, hits mostly inhibitors; 0.2% of 350,000 active; AID 2528;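 further: potency means the concentration at half of the fitted maximal effect; plate controls were vehicle for no effect and no enzyme for full effect; nearly all actives have a fitted effect of over 35% in size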
Pol beta inh: blocks human DNA polymerase beta activity; P06746; Pol beta primer extension/strand displacement, fluorescence kinetic; Potency, µM (highest dose often 114 µM), without a hit: at the top dose activity change, negative = inhibition, usual class: inhibitors; 1.3% of 340,000 active; further: potency means the concentration at half of the fitted maximal effect; on the % scale 0 is the no-effect control and ±100 the full control effect
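10 nM enzyme + cpd, 15 min RT; start with substrate 50 nM final; read 0 min and after 10 min RT. Corrected, normalized data; 4-parameter Hill curve fit.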
Apoferritin bind: binds horse apoferritin like a general anesthetic; AID 485281; Potency, µM (top dose mostly 77.5 µM), for the others: at the top dose activity change, negative = displacement, actives largely listed as inhibitors; apoferritin/1-aminoanthracene competitive binding, fluorescence; P02791; 0.074% of 350,000 active; further: potency means the concentration at half of the fitted maximal effect; on the % scale 0 is the no-effect control and ±100 the full control effect; nearly all actives have a fitted effect of over 20% in size
Target sequence (P02791 2-175 limits assumed): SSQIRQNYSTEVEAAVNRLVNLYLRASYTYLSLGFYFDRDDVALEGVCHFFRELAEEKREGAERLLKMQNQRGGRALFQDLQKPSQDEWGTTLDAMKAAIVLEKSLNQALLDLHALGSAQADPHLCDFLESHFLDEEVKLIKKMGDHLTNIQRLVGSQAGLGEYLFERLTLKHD
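Concentration-response curves derived by four-parameter Hill fitting of normalized fluorescence, where compounds displaced 1-AMA from 10 uM horse apoferritin following a brief 10 min room-temperature incubation; propofol titration acted as positive control.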
Numbers without * were called inactive; i = inactive; ? = inconclusive; / = not tested or not shown; & = joins results of further samples; [ ] = dose if it differs, or a comment. Unless noted, the call rests on the fitted dose curve; in most records, active means well fitted curve in the direction sought with a large enough effect; inconclusive means small, poorly fitted or top-dose-only effect, or another doubt; inactive means no such curve, though single readings can be large; an effect the other way counts as inactive or inconclusive.

SMILES | APEX1 inh | Pol iota inh | Pol kappa inh | Tb PGK inh | RXFP1 antag | Pol eta inh | BLM inh | Pol beta inh | Apoferritin bind
CSc1cccc(NC(=O)C2CCCN(C(=O)c3cnn(-c4ccc(F)cc4)c3-n3cccc3)C2)c1 (stereo not drawn) | / | -10% | -6%[60.1 µM] | -3% | -3 | -20% | -8% | -28% | -4%
O=C(CCNC(=O)c1ccc(Cl)cc1)NC1CCCc2ccccc21 (stereo not drawn) | 6% | 1% | 12% | -3% | -2 | -16% | / | / | /
Cc1ccc(C(=O)N2CCN(c3ccccn3)CC2)cc1C | 1% | 27% | -1% | 8% | / | -19% | 2% | 10% | -6%
CCC(C(=O)Nc1ccccc1OC)n1c(C(=O)OC)cc2ccsc21 (stereo not drawn) | -5% | -7% | -15% | -3% | -2 | -9% | -11% | -3% | -2%
COc1ccc(C2C(C#N)=C(N)Oc3cc(O)ccc32)cc1OC (stereo not drawn) | 0% | 19% | -9% | -5% | -3 | -20% | -2% | 32% | -3%
Cc1cccc(OCC(=O)NCCN2CCOCC2)c1 | 17% | 48%[activator] | 5% | -4% | -1 | -18% | 0% | 32% | -9%
Cc1ccc(CN(Cc2ccco2)C(=O)c2ccco2)cc1 | 28% | 10% | 1% | -1% | 13 | 4% | -1% | ? | -21%
CCC(c1nnc(SCC(=O)Nc2cccc(S(N)(=O)=O)c2)n1-c1ccc(OC)cc1)N(C)C (stereo not drawn) | 17% | -25% | 0% | -6% | -14 | -10% | -4% | 6% | 6%
CCCCc1n[nH]c(=S)n1Cc1ccc(C)cc1 | -3% | 31%[activator] | -15% | -1% | -2 | 1% | -7% | 5% | -14%
CCCc1nc2ccccc2c(C(=O)N(CC)CC(=O)NCc2cccs2)c1CC | -5% | 33%[activator] | -1% | 3% | 7 | -25% | / | / | /
C[C@@H]1C[C@H]2[C@@H]3C[C@H](F)C4=CC(=O)C=C[C@]4(C)[C@@]3(F)[C@@H](O)C[C@]2(C)[C@@]1(O)C(=O)CO | -7% | 3% | -20% | 6% | -13 | -19% | -7% | 4% | -4%
COc1ccccc1NC(=O)c1ccc(NC(=O)CSc2n[nH]c(N)n2)cc1 | 1% | 28% | 0%[60.1 µM] | -9% | -2 | -21% | 1% | 9% | -4%
CC(=O)N1CC=CC1(C)C(=O)O (stereo not drawn) | -1%&1% | -2% | -3% | -6% | / | 5% | 0%&0% | 7% | -3%&2%
COc1cccc(C2(O)CCN(C(=O)C3CCC3)CC2)c1 | -3% | -4% | 10% | -6% | -2 | -14% | -1% | 8% | -10%
CC(NC(=O)C1CCN(C(=O)c2cccs2)CC1)c1ccc(S(N)(=O)=O)cc1 (stereo not drawn) | -2% | 7% | -21% | -6% | 8 | -14% | / | / | /
Cc1ccc(C(=O)NCC(=O)OCC(=O)NC2CCCCCCC2)cc1 | -10% | 45%[activator] | -1% | -10% | -4 | -8% | -4% | 14% | ?
O=C(Nc1cccnc1Cl)c1cccc(F)c1 | 1% | / | / | / | / | / | 2% | 11% | -2%
Cc1cc(C)n(CCC(=O)Nc2cccc(F)c2)n1 | 10% | 9% | -6% | -3% | -2 | 6% | -5% | 24% | -2%
COc1ccc(-c2cn3nc(N4CCCC(C(=O)Nc5cc(Cl)ccc5OC)C4)sc3n2)cc1 (stereo not drawn) | / | 8% | 3% | -5% | -6 | -7% | -4% | 10% | -7%
CC1CC(C)CN(C(=O)c2cc(S(=O)(=O)N3CCCCC3)ccc2Cl)C1 (stereo not drawn) | 7% | 0% | 5% | -10% | / | -5% | / | / | /
Cc1cccc(OCc2ccc(-c3nc(C#N)c(NCCN(C)C)o3)o2)c1 | / | 17% | -7% | / | 0 | / | 4% | 2% | ?
CC(C)CNC(=O)CC(c1ccccc1)c1ccccc1 | -1% | 166%[activator] | 2% | 1% | -5 | -16% | -3% | 12% | -6%
COc1cc(C(=O)OCC(=O)NC2CCS(=O)(=O)C2)ccc1OCc1c(C)noc1C (stereo not drawn) | 3% | 22% | -10% | 1% | 0 | -25% | 1% | 30% | 1%
COc1ccc(NC(=O)COc2nsnc2N2CCCCC2)cc1 | -3% | 2% | -22% | -7% | -3 | -7% | -2% | 0% | -1%
Cc1cnc(NC(=O)C(C)N2CCN(C)CC2)s1 (stereo not drawn) | -2% | 6% | 11% | i | 13 | -13% | 1% | 0% | -9%

For convenience, 11 of the compounds above:
SMILES | APEX1 inh | Pol iota inh | Pol kappa inh | Tb PGK inh | RXFP1 antag | Pol eta inh | BLM inh | Pol beta inh | Apoferritin bind
CCC(c1nnc(SCC(=O)Nc2cccc(S(N)(=O)=O)c2)n1-c1ccc(OC)cc1)N(C)C (stereo not drawn) | 17% | -25% | 0% | -6% | -14 | -10% | -4% | 6% | 6%
CCCCc1n[nH]c(=S)n1Cc1ccc(C)cc1 | -3% | 31%[activator] | -15% | -1% | -2 | 1% | -7% | 5% | -14%
CCCc1nc2ccccc2c(C(=O)N(CC)CC(=O)NCc2cccs2)c1CC | -5% | 33%[activator] | -1% | 3% | 7 | -25% | / | / | /
C[C@@H]1C[C@H]2[C@@H]3C[C@H](F)C4=CC(=O)C=C[C@]4(C)[C@@]3(F)[C@@H](O)C[C@]2(C)[C@@]1(O)C(=O)CO | -7% | 3% | -20% | 6% | -13 | -19% | -7% | 4% | -4%
COc1ccccc1NC(=O)c1ccc(NC(=O)CSc2n[nH]c(N)n2)cc1 | 1% | 28% | 0%[60.1 µM] | -9% | -2 | -21% | 1% | 9% | -4%
CC(=O)N1CC=CC1(C)C(=O)O (stereo not drawn) | -1%&1% | -2% | -3% | -6% | / | 5% | 0%&0% | 7% | -3%&2%
COc1cccc(C2(O)CCN(C(=O)C3CCC3)CC2)c1 | -3% | -4% | 10% | -6% | -2 | -14% | -1% | 8% | -10%
CC(NC(=O)C1CCN(C(=O)c2cccs2)CC1)c1ccc(S(N)(=O)=O)cc1 (stereo not drawn) | -2% | 7% | -21% | -6% | 8 | -14% | / | / | /
Cc1ccc(C(=O)NCC(=O)OCC(=O)NC2CCCCCCC2)cc1 | -10% | 45%[activator] | -1% | -10% | -4 | -8% | -4% | 14% | ?
O=C(Nc1cccnc1Cl)c1cccc(F)c1 | 1% | / | / | / | / | / | 2% | 11% | -2%
Cc1cc(C)n(CCC(=O)Nc2cccc(F)c2)n1 | 10% | 9% | -6% | -3% | -2 | 6% | -5% | 24% | -2%

Other structures
SMILES | APEX1 inh | Pol iota inh | Pol kappa inh | Tb PGK inh | RXFP1 antag | Pol eta inh | BLM inh | Pol beta inh | Apoferritin bind
NC(=O)c1ccc(N2CCOCC2)nc1 | 1% | 10% | -3%[60.1 µM] | -11% | -7 | 12% | -1% | -12% | 2%
COc1ccccc1N1CCN(C(=O)CNC(=O)Cn2cnc3sc(C)c(C)c3c2=O)CC1 | 39% | -1% | 7% | -2% | 9 | -14% | -1% | -29% | 2%
O=C(NCc1ccco1)c1cc(-c2ccccc2)nn1CC1CC(c2cccnc2)=NO1 (stereo not drawn) | / | -23% | 16% | -6% | / | 0% | / | / | /
COc1cccc(Oc2c(C)oc3c(CN4CCCC4)c(O)ccc3c2=O)c1 | 1% | -4% | -8% | 5% | 7 | -7% | -3% | 9% | 127%[activator]
CC1=NN(c2ccc(C(F)(F)F)cn2)C(=O)C1 | 1% | 36%[activator] | -11% | -3% | 1 | 6% | 1% | -1% | 0%
C=CCNC(=O)c1cc2cccc(OC)c2oc1=O | 4% | 73%[activator] | -15% | 16% | -5 | -12% | 1% | 1% | -6%
COc1cc(C2C(C(=O)OCC(C)C)=C(C)N=C3SCCC(=O)N32)ccc1OCc1ccccc1 (stereo not drawn) | / | 12% | -11% | 6% | -2 | -17% | -3% | -3% | -3%
COc1ccc(-c2cccc(-c3nc4ccc(Cl)cn4c3NC3CCCCC3)c2)cc1 | 18% | ? | ? | -8% | / | -3% | / | / | /
COc1ccc(-n2nnc3c(SCC(=O)N4CCCc5ccccc54)ncnc32)cc1 | / | 40%[activator] | -1% | i | -4 | -16% | / | / | /
CCOc1ccc(C2=[N+]([O-])C(C)(C)N(O)C2(C)C)cc1 | -5% | 2% | -8% | 1% | 9 | 7% | 3% | 24% | -16%
Cc1ccc(NC(=O)C2CC2)cc1S(=O)(=O)N1CCOCC1 | 8% | ? | ? | i | 7 | -6% | / | / | /
O=C1CCC[C@@H]2C[C@@]3(C[C@@H]4CCN1[C@H]24)Nc1cc(Cl)ccc1NC3=NC1CCCCC1 | / | ? | 5%&-12% | 2% | / | -12% | / | / | /
CC(C)CC1(C)NC(=O)N(Cc2cc([N+](=O)[O-])cc3c2OCOC3)C1=O (stereo not drawn) | 9% | 12% | -8% | 0% | -5 | -13% | -7% | -4% | -10%
CC1CCCCN1S(=O)(=O)c1ccc(C(=O)Nc2nnc(-c3ccccn3)o2)cc1 (stereo not drawn) | -3% | 47%[activator] | -5% | 1% | 4 | -5% | -2% | -4% | -9%
O=C(Nc1ccc(O)c(-c2nc3ccccc3o2)c1)C1(c2ccccc2)CCCC1 | 1% | 1% | -15% | i | -4 | -4% | -5% | -14% | -2%
CCOC(=O)c1nc2sc(C)c(C)c2c(=O)[nH]1 | 0% | 68%[activator] | 12% | -8% | 4 | -11% | -1% | 32%[activator] | 34%[activator]
O=C(CSc1ccc(-c2ccco2)nn1)NCc1ccccc1 | 2% | -3% | -12% | i | 9 | ? | -7% | -1% | -5%
CCCc1cc(C(=O)Nc2ccccc2SC)no1 | 5% | 19% | 5% | i | -3 | -10% | -6% | 2% | 1%
O=C1CN(C(=O)COC(=O)c2cccc(S(=O)(=O)NCc3ccccc3)c2)c2ccccc2N1 | -5% | -13% | -9% | -9% | 6 | -9% | -15% | 1% | -23%

Not all compounds are listed; rates above refer to the full screens.
